SRC1 inh = SRC1 coactivator transcriptional activity inhibitors, primary screen, cell-based, luminescence | inhibition, % at 3.6 µM | AID 588354, 2011 | HEK293 GAL4-SRC1 luciferase reporter | Nuclear receptor coactivator 1 (Homo sapiens), Q15788 | hit rate 0.12% among 360,000;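 active = inhibition above the campaign mean plus 3 SD, with each screening campaign given its own cutoff, cut at about 60% in these data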;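 also: 0% = DMSO treated cells and 100% = gossypol at 36 µM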
TWEAK Fn14 block = inhibitors of TWEAK-Fn14 signaling, primary screen, luciferase reporter cells, uHTS. inhibition, % at 10 µM. AID 1159606, 2016. TWEAK-stimulated Fn14 reporter cells, luciferase luminescence, 8 h. hit rate 2% among 360,000; in the data active = inhibition above about 50%
EBV LMP1 NFkB = EBV LMP1-driven NF-kappaB luciferase reporter inhibitors, primary screen, cell-based, luminescence, single point; LMP1-induced NF-kappaB luciferase reporter cells; inhibition, % at 12.5 µM; hit rate 0.69% among 350,000; in the data active = inhibition above about 41%;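 also: 0% = neutral control wells and 100% = reference inhibitor control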
NCOA3 inh = SRC3 coactivator transcriptional activity inhibitors, primary screen, cell-based, luminescence. hit rate 0.17% among 360,000. HEK293 GAL4-SRC3 luciferase reporter. AID 588352, 2011. Nuclear receptor coactivator 3 (Homo sapiens), Q9Y6Q9. inhibition, % at 3.6 µM;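 active = inhibition above a per-campaign cutoff, the mean of all compounds plus 3 SD, cut at about 60% in these data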;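 also: 0% = DMSO-treated cells and 100% = gossypol-treated cells at 36 µM; higher means less SRC3-driven luciferase light from the GAL4 reporter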
TROY signal inh = inhibitors of TROY-driven NF-kB signaling, primary screen, Q293 LMP1-TROYcd cells, NF-kB luciferase, uHTS | Q293 LMP1-TROYcd NF-kB luciferase reporter, 4 h | inhibition, % at 10 µM | hit rate 0.98% among 360,000;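 active = compounds whose plate-normalised and pattern-corrected inhibition of the luciferase reporter signal at the single screening dose is 50% or more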
NR2F2 inh = NR2F2 transcriptional activity inhibitors, primary screen, cell-based, luciferase reporter, HEK293T, luminescence; hit rate 0.7% among 370,000; AID 686940, 2013; inhibition, % at 8.6 µM; HEK293T NGFI-A luciferase reporter; COUP transcription factor 2 (Homo sapiens), P24468;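 active = inhibition above a per-plate cutoff, mean inhibition of test wells between control levels plus 3 SD, cut at about 38% in these data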;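 also: cells cotransfected with COUP-TFII expression vector driving the NGFI-A reporter; 0% = median of COUP-TF2 test wells and 100% = reporter-only cells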
CF NFkB block = inhibitors of PAF-induced NF-kB signaling, primary screen, cell-based, GFP fluorescence, uHTS. KKLEB NF-kB-GFP reporter, GFP fluorescence overnight. hit rate 0.86% among 360,000. inhibition, % at 5 µM;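 active = at least 50% inhibition at 5 µM, scaled per plate between neutral and stimulator controls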;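 also: PAF is a Pseudomonas aeruginosa culture filtrate used as stimulus; plate controls were PAF-stimulated DMSO wells for no effect and unstimulated DMSO wells for full effect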
NR5A2 inv ag = LRH-1 (NR5A2) inverse agonists, primary screen, cell-based, luminescence, HEK293T, StAR-luciferase reporter | LRH-1 transfected, 24 h | inhibition, % at 3.6 µM | hit rate 0.13% among 360,000 | AID 602396, 2012;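 active = inhibition above the mean inhibition of all tested compounds plus 3 SD, cut at about 73% in these data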;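 also: 0% = DMSO wells and 100% = reporter-only cells lacking LRH-1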
SRC2 inh = inhibition of GAL4-SRC2 driven luciferase reporter, primary screen, SRC2 inhibitor project, cell-based, luminescence; inhibition, % at 9 µM; hit rate 0.17% among 370,000; HEK293 GAL4-SRC2 luciferase reporter;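 active = inhibition above the mean inhibition of all tested compounds plus 3 SD, set per campaign, cut at about 52% in these data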;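 also: 0% = DMSO treated cells and 100% = cells given Gossypol at 36 µM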
Target sequence (Q15596 whole entry, looked up, the tested form may be a part): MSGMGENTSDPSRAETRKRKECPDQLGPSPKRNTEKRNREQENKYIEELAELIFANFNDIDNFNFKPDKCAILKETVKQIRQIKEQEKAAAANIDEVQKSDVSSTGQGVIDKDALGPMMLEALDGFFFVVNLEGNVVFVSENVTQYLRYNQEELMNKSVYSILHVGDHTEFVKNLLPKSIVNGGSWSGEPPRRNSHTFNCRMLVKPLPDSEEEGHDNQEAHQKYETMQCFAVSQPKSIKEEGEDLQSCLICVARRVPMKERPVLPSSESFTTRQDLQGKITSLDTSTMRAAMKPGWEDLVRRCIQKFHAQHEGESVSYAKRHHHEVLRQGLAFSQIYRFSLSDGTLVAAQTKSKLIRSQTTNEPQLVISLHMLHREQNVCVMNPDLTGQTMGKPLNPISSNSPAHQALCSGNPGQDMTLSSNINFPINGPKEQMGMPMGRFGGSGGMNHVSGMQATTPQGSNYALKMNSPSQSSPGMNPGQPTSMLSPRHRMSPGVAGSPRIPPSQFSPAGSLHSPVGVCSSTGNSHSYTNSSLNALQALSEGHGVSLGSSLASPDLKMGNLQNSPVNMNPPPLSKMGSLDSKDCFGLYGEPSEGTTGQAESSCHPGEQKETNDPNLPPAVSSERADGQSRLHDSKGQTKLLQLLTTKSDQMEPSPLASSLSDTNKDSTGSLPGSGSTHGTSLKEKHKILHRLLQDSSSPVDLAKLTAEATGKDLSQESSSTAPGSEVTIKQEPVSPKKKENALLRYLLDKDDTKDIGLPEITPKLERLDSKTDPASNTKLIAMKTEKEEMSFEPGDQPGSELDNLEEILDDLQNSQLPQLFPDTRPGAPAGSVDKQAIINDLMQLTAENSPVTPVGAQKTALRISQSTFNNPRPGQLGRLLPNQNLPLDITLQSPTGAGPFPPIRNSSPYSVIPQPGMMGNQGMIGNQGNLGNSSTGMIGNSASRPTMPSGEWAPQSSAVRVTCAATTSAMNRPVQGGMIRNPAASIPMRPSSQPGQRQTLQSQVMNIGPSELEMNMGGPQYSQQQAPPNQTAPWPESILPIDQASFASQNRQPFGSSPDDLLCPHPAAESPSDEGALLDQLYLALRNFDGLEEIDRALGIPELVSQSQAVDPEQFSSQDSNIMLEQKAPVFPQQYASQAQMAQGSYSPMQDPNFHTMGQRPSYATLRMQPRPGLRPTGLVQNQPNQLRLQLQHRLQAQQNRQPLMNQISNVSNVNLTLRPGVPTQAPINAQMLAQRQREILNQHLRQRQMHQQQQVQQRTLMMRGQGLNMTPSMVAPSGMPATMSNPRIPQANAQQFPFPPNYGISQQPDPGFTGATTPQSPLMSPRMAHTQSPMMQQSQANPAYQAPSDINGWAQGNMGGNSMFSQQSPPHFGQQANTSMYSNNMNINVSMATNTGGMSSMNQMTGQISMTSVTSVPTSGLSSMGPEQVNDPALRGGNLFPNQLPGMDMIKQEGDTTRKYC
C8 TRAIL sens = viability loss with TRAIL in NB7+C8 cells, primary screen, TRAIL sensitizer project, cell-based, ATPlite luminescence. inhibition (viability loss, TRAIL sensitization), % at 10 µM. hit rate 1% among 360,000. AID 624354, 2012;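 active = compounds causing at least 50% loss of cell viability in the single-dose screen, relative to plate controls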
KKLEB cytotox = cytotoxicity in KKLEB CF airway cells, primary screen, cytotoxicity control for CF NF-kB inhibitor project, cell-based, uHTS, fluorescence assay plates. KKLEB CF airway cells viability, ATPlite luminescence, overnight; active compounds read low; cells stimulated with P. aeruginosa culture filtrate. activity change (cytotoxicity), % at 5 µM. hit rate 0.36% among 360,000;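 active = corrected activity change at or below -50% at 5 µM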
Active calls of the source: *; nt = no result given.

Every second line gives: SRC1 inh | TWEAK Fn14 block | EBV LMP1 NFkB | NCOA3 inh | TROY signal inh | NR2F2 inh | CF NFkB block | NR5A2 inv ag | SRC2 inh | C8 TRAIL sens | KKLEB cytotox
#1 CCCC(NCC(=O)Nc1cc(S(=O)(=O)N2CCOCC2)ccc1OC)c1ccccc1 (stereo unspecified)
 : -21 | -23 | 2 | -10 | 9 | 1 | 4 | 1 | 7 | -19 | -11
#2 CCc1nc2ccccc2nc1N1CCN(S(=O)(=O)c2ccc(Cl)cc2)CC1
 : -1 | -17 | 7 | 24 | 14 | 4 | 16 | -13 | 15 | 17 | -5
#3 CN(C)c1nc(OCCNC(=O)COc2ccc(Cl)cc2Cl)nc(N2CCOCC2)n1
 : -10 | 17 | 7 | 13 | -20 | 2 | 7 | -12 | 14 | -3 | 1
#4 CCOC(=O)C(CCCCCCC(NC(C)=O)(C(=O)OCC)C(=O)OCC)(NC(C)=O)C(=O)OCC
 : 11 | 3 | 4 | 7 | 14 | -6 | 8 | 9 | 8 | -5 | -2
#5 CC(=O)Nc1ccc(NC(=O)C/C(C)=N/NC(=O)C(=O)Nc2ccc(C)c(Cl)c2)cc1
 : -18 | -2 | 2 | 2 | 6 | -17 | -6 | 0 | -13 | 6 | 10
#6 CC(C)NC(=O)NC(=O)CN1C(=O)NC(Cc2c[nH]c3ccccc23)C1=O (stereo unspecified)
 : 7 | 8 | -5 | 5 | -1 | -14 | -2 | -5 | -44 | 1 | -21
#7 Cc1ccc(C(=O)CSc2nnc(CNc3ccc(C)cc3C)o2)cc1
 : -17 | 10 | 6 | 4 | 9 | 16 | 2 | 3 | 0 | -1 | -2
#8 CN(CCC#N)C(=S)Nc1ccc(F)cc1
 : -1 | -6 | 57* | 13 | 7 | -9 | -11 | 14 | -17 | -6 | 14
#9 CCNC(=O)C1CCCN(Cc2ccc(C)c3ccccc23)CC1 (stereo unspecified)
 : -23 | 5 | nt | -5 | 3 | nt | 2 | 13 | nt | -7 | 0
#10 CCC1CCCCN1CCCNC(=O)Cn1c2ccccc2c2nc(=O)cc(C)n21 (stereo unspecified)
 : -10 | -4 | 3 | -1 | -9 | -2 | -20 | -8 | 9 | -8 | 1
#11 COc1ccc(/C=N/n2cncn2)cc1COc1ccc(NC(C)=O)cc1
 : -7 | -3 | 1 | 8 | 12 | -4 | 1 | -17 | -33 | -2 | 2
#12 O=S(=O)(c1ccc(NC(=S)N2CCCCC2CO)cc1)N1CCOCC1 (stereo unspecified)
 : -2 | 4 | 12 | 15 | -11 | -9 | 10 | -2 | -8 | -1 | -4
#13 Cc1ccc(CNC(=O)C2CCCN2S(=O)(=O)c2ccc(Cl)cc2)cc1 (stereo unspecified)
 : 3 | -3 | 0 | 8 | -2 | 9 | -1 | 16 | 10 | -3 | 4
#14 Cc1ccc(C(=O)OC(C)C(=O)NC(C)CCc2ccccc2)o1 (stereo unspecified)
 : -8 | 5 | 4 | 4 | -16 | -4 | 21 | -4 | -3 | 1 | -2
#15 Cc1cc(C)c(S(=O)(=O)NN=C2c3ccccc3[C@H]3Cc4csc[n+]4[C@@H]23)c(C)c1
 : nt | 14 | nt | nt | -10 | -9 | nt | 10 | -2 | -4 | nt
#16 CCN1CCCC1CNC(=O)C1c2ccccc2C(=O)N(CCOC)C1c1ccc(F)cc1 (stereo unspecified)
 : -2 | -1 | 3 | -91 | -1 | -7 | 6 | 6 | 2 | 10 | 8
#17 COc1cc(SC)ccc1C(=O)Nc1ccc(Br)cn1
 : -43 | 97* | 51* | 24 | 84* | -6 | -10 | -68 | -49 | 86* | -85*
#18 COc1ccc(CN(C)C(=O)COC(=O)c2ccc3c(c2)OCO3)cc1OC
 : -6 | -11 | 2 | -7 | 3 | -5 | 13 | 25 | -4 | -11 | -12
#19 CCN(CC)C(=O)CSc1nnc(-c2ccccc2)n1N
 : -15 | -2 | 0 | 20 | -6 | 0 | -2 | -4 | -3 | 11 | 3
#20 O=C(N/N=C/c1cc(Br)ccc1OC(=O)c1ccc(Br)cc1)c1ccncc1
 : 24 | 20 | 11 | 55 | 37 | 13 | 14 | -5 | -6 | 15 | -20
#21 CC(NC(=O)c1ccc2c(c1)OCO2)c1ccccc1 (stereo unspecified)
 : -23 | 1 | -7 | -2 | 10 | 4 | -4 | 5 | 13 | -2 | 8
#22 O=C(CSc1nnc(C2CC2)n1-c1ccccc1)NC1CCS(=O)(=O)C1 (stereo unspecified)
 : 10 | 11 | 0 | 13 | 5 | -15 | 29 | 16 | 9 | 0 | -7
#23 Cn1c(CC(=O)Nc2ccccc2F)nnc1SCC(=O)N1CCOCC1
 : -26 | -10 | -20 | -46 | -30 | -7 | 7 | -20 | -19 | -2 | -9
#24 O=C(CCNc1cc(Cl)cc(Cl)c1)c1cccs1
 : 0 | -13 | -7 | 11 | -42 | -9 | 18 | 3 | -16 | 5 | -10
#25 COc1ccc(CNc2ccccc2)cc1Br
 : -12 | -20 | -3 | 14 | -37 | -9 | 7 | 6 | -18 | -2 | 10
#26 O=C(Cn1ccc(NC(=O)OCc2ccccc2)nc1=O)NCCCN1CCCC1=O
 : 5 | 2 | -2 | 6 | -13 | -5 | -2 | 22 | 9 | 18 | 6
#27 C#CCOCCOCCOCCNc1nc(N2CCN(C(=O)[C@H]([C@@H](C)CC)n3cc([C@@H](N)CO)nn3)CC2)nc(N2CCN(C(=O)[C@H](Cc3ccc(O)cc3)n3cc([C@@H](N)C(C)CC)nn3)CC2)n1 (stereo partly specified)
 : 6 | 24 | 3 | 1 | -10 | nt | -22 | -6 | nt | -14 | 22
#28 CN(CC1CCCN(CCc2ccc(F)cc2)C1)C(=O)CCC(N)=O (stereo unspecified)
 : 12 | 11 | -5 | -6 | 6 | 7 | -6 | 8 | -14 | 0 | 2
#29 O=C(c1ccccc1F)N(Cc1ccc2c(c1)OCO2)Cc1cc2cc3c(cc2n2nnnc12)OCO3
 : -6 | 4 | -2 | 9 | -13 | -1 | -24 | 0 | -26 | -17 | 2
#30 COc1cc(C)ccc1OCCCCNCc1ccccc1
 : 11 | 9 | -8 | 13 | 1 | 1 | 5 | -10 | 7 | 4 | 2
#31 Cc1ccc(NC(=S)N(CCN(C)C)Cc2cc3cc(C)cc(C)c3[nH]c2=O)cc1
 : -2 | 0 | -1 | 15 | -20 | -5 | 8 | -27 | -12 | -7 | -12
#32 N=C1C(=O)OCC1c1ccccc1NC(=O)c1ccc(F)cc1 (stereo unspecified)
 : -11 | 9 | -4 | 13 | 3 | 6 | -12 | 4 | -19 | -4 | 11
#33 N/C(Cc1ccc(Cl)cc1)=N\OC(=O)CCc1ccccc1
 : -6 | -7 | 4 | -7 | -32 | 6 | 4 | -10 | 15 | -8 | 2
#34 Cc1cc(OCC(C)C)ccc1/C(O)=C1/C(=O)C(=O)N(Cc2cccnc2)C1c1ccncc1 (stereo unspecified)
 : -2 | -4 | 1 | -22 | -8 | -13 | -3 | -3 | 18 | -13 | -3
#35 CC1Oc2ccccc2N(CC(=O)c2cccc(Cl)c2)C1=O (stereo unspecified)
 : 18 | 22 | -2 | 4 | 5 | -5 | 11 | -12 | -13 | -8 | 6
#36 O=C(Nc1ccc(F)cc1F)NC1CCN(S(=O)(=O)c2ccc(F)cc2)CC1
 : -3 | 6 | -5 | 13 | -1 | -22 | 9 | 2 | 8 | -3 | 4
#37 Cc1nn2c(N3CCN(c4ccccn4)CC3)cc(C(C)C)nc2c1-c1ccccc1
 : 12 | 22 | 6 | -1 | 10 | -11 | -14 | 7 | 4 | 2 | 7
#38 COc1ccc(NC(=O)CCN2CCN(C/C=C/c3ccccc3)CC2)cc1
 : 10 | 6 | 22 | 2 | 1 | 17 | 8 | 8 | -9 | 3 | 3
#39 O=c1c2ccccc2c(-c2ccccc2)nn1-c1ccccc1
 : -7 | -2 | nt | 2 | -17 | 23 | 4 | 14 | -2 | -21 | 3
#40 O=c1sc2ccccc2c(N2CCOCC2)c1[N+](=O)[O-]
 : -2 | 17 | 6 | 13 | -7 | -1 | -2 | 3 | 5 | -5 | 15
#41 Cc1ccc(NC(=O)c2ccc(Cn3cc([N+](=O)[O-])cn3)cc2)c(C)c1
 : -26 | -13 | -7 | 24 | -7 | -23 | -9 | 4 | 10 | -9 | 4
#42 CCOc1ccc(CCN2C(=O)C(=O)N([C@@H](Cc3ccccc3)CN3CCC[C@H]3CN3C(=O)C(=O)NC[C@@H]3Cc3ccccc3)C[C@@H]2Cc2ccccc2)cc1
 : nt | 42 | nt | nt | 36 | 1 | nt | -43 | -20 | 40 | nt
#43 O=C(CSc1nc2c(cnn2-c2ccc(F)cc2)c(=O)[nH]1)N1CCCCCC1
 : -2 | 5 | 9 | -3 | 7 | 6 | -7 | -5 | 10 | -1 | -2
#44 S=c1[nH]nc(-c2ccc(Cl)cc2Cl)n1Cc1ccccc1
 : 0 | 6 | -7 | -3 | -6 | -3 | 7 | -1 | 11 | -8 | -5
#45 CCN(CC(=O)NCc1ccc(Cl)cc1)C(=O)CSCC(=O)Nc1ccc(OC)cc1
 : -24 | 2 | -4 | 16 | -7 | -10 | -4 | 10 | -3 | -9 | -6
#46 CCn1ccnc1CN(C)Cc1nc(-c2cccc(Cl)c2)no1
 : -31 | 33 | 2 | -6 | -28 | -31 | -16 | -12 | -37 | -2 | 7

An excerpt from above in order of the CF NFkB block value, high to low.
cpd	Compound	SRC1 inh	TWEAK Fn14 block	EBV LMP1 NFkB	NCOA3 inh	NR2F2 inh	CF NFkB block	NR5A2 inv ag	SRC2 inh
35	CC1Oc2ccccc2N(CC(=O)c2cccc(Cl)c2)C1=O (stereo unspecified)	18	22	-2	4	-5	11	-12	-13
36	O=C(Nc1ccc(F)cc1F)NC1CCN(S(=O)(=O)c2ccc(F)cc2)CC1	-3	6	-5	13	-22	9	2	8
40	O=c1sc2ccccc2c(N2CCOCC2)c1[N+](=O)[O-]	-2	17	6	13	-1	-2	3	5
45	CCN(CC(=O)NCc1ccc(Cl)cc1)C(=O)CSCC(=O)Nc1ccc(OC)cc1	-24	2	-4	16	-10	-4	10	-3
41	Cc1ccc(NC(=O)c2ccc(Cn3cc([N+](=O)[O-])cn3)cc2)c(C)c1	-26	-13	-7	24	-23	-9	4	10

Fetched one by one from the list above:
Every second line gives: SRC1 inh | TWEAK Fn14 block | EBV LMP1 NFkB | NCOA3 inh | TROY signal inh | NR2F2 inh | CF NFkB block | NR5A2 inv ag | SRC2 inh | C8 TRAIL sens | KKLEB cytotox
#36 O=C(Nc1ccc(F)cc1F)NC1CCN(S(=O)(=O)c2ccc(F)cc2)CC1
 : -3 | 6 | -5 | 13 | -1 | -22 | 9 | 2 | 8 | -3 | 4
#20 O=C(N/N=C/c1cc(Br)ccc1OC(=O)c1ccc(Br)cc1)c1ccncc1
 : 24 | 20 | 11 | 55 | 37 | 13 | 14 | -5 | -6 | 15 | -20

From PubChem
